Assay outcomes (PubChem)
RPL19A TOR yeast: RPL19A-GFP expression modulators in yeast, primary screen, cell-based, S. cerevisiae, multiplex flow cytometry, MLPCN; S. cerevisiae RPL19A-GFP strain, 3 h; active compounds read low; percent response vs DMSO, % at 10 µM; 330,000 compounds, 0.3% hits; AID 2025, 2009;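 active = percent response vs DMSO below 50%; inconclusive = fewer than 70 events counted for the yeast strain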;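 also: median channel GFP fluorescence of the barcoded RPL19A-GFP strain; ratio of sample median GFP to plate DMSO average so 100% = DMSO; lower means less RPL19A-GFP as with rapamycin TOR inhibition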
Yeast superoxide: reduction of superoxide in aged yeast, primary screen, HTS | AID 2690, 2010 | superoxide response (% of plate mean), % at 10 µM | S. cerevisiae aged cells, superoxide DHE fluorescence; active compounds read low | 330,000 compounds, 0.18% hits;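 active = superoxide response under a set limit, about three screen SD below normal, cut at about 65% in these data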;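 also: yeast aged for seven days with compound at 30 °C before DHE staining; 100% = average MFI of all compound-treated wells on the plate with controls excluded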
AGP1 TOR yeast: modulators of AGP1-GFP expression in yeast TOR pathway, primary screen, cell-based, multiplex flow cytometry, S. cerevisiae, MLPCN library. 3 h; GFP as percent of DMSO wells. GFP response vs DMSO, % at 10 µM. 320,000 compounds, 0.02% hits;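 active = GFP response relative to DMSO above a set limit, near screen average plus 3 SD, cut at about 150% in these data; inconclusive = fewer than 70 cells counted for the yeast strain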;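 also: median GFP channel fluorescence of the gated AGP1 strain per well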
CIT2 TOR yeast: modulators of CIT2-GFP expression in yeast, primary screen, S. cerevisiae, GFP fusion, multiplex flow cytometry, MLPCN library; GFP response vs DMSO, % at 10 µM; S. cerevisiae CIT2-GFP strain, 3 h; 100 means same as DMSO wells; 320,000 compounds, 0.065% hits;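 active = GFP response relative to DMSO above a set limit, near the screen mean plus 3 SD, cut at about 150% in these data; inconclusive = Fewer than 70 cells measured for a yeast strain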;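 also: ratio of well median GFP fluorescence to mean of DMSO wells on the plate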
LAP4-GFP MLPCN: modulators of LAP4-GFP expression in yeast, primary screen, S. cerevisiae, multiplex flow cytometry, MLPCN library; 3 h; median GFP as percent of DMSO wells; GFP response vs DMSO, % at 10 µM; 320,000 compounds, 0.34% hits;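 active = GFP response vs DMSO above a set limit, about the screen mean plus 3 SD, cut at about 150% in these data; inconclusive = under 70 cell events counted for the yeast strain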
Efflux pump inh: inhibitors of Candida efflux pumps in yeast, primary screen, S. cerevisiae, Nile Red, multiplex | AID 485275, 2010 | S. cerevisiae Candida pump triplex | inhibition, % at 10 µM | 330,000 compounds, 0.44% hits;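 active = plate passing quality check with inhibition over a set limit, or well fluorescence over plate mean plus 4 SD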;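 also: Nile Red retained in pooled yeast measured as flow cytometry median fluorescence; 0% = buffer negative control and 100% = Enniatin B positive control; higher means more Nile Red kept so more efflux inhibition; some compounds called inactive have numbers as strong as hits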
MEP2 TOR yeast: modulators of MEP2-GFP levels in yeast, primary screen, S. cerevisiae, multiplex flow cytometry, MLPCN library | 330,000 compounds, 0.51% hits | GFP response vs DMSO, % at 10 µM | AID 2016, 2009 | S. cerevisiae MEP2-GFP strain, 3 h; 100% = DMSO control level;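 active = GFP response versus DMSO above a set limit, roughly screen mean plus 3 SD, cut at about 180% in these data; inconclusive = fewer than 70 cells counted for a yeast strain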;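 also: median GFP fluorescence of the barcode-gated MEP2-GFP cells per well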
AHR act: AHR activators, primary screen, cell-based, luminescence, luciferase reporter, human. AID 2796, 2010. 320,000 compounds, 2.5% hits. AHR-responsive luciferase reporter cells. activation, % at 5 µM; in the data active = activation above about 47%;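 also: 0% = vehicle wells and 100% = reference agonist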
Target sequence (P35869 whole entry, looked up): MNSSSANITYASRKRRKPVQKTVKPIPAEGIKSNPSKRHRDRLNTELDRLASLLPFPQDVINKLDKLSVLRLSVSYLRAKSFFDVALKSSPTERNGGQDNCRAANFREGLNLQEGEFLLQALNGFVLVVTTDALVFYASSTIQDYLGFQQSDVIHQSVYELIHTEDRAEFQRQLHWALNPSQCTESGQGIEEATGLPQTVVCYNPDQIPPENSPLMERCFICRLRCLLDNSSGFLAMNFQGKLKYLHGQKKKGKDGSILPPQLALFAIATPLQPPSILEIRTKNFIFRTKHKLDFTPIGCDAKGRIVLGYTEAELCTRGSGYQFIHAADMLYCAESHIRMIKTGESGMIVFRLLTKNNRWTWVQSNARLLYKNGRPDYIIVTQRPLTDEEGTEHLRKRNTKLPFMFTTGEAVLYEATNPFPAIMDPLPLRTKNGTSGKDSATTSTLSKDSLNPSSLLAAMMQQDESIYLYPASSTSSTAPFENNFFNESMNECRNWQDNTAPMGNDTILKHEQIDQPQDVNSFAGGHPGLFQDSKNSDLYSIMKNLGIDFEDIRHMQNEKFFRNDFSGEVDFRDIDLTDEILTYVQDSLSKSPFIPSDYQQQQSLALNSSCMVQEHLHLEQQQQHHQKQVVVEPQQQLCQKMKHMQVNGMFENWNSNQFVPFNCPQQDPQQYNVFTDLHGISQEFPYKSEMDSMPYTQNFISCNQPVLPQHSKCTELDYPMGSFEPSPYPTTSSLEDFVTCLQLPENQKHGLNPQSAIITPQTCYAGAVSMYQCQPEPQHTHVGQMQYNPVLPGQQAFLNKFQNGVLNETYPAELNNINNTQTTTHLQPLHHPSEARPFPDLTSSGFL
Active calls of the source: *; ? = inconclusive; . = not tested or not shown.

SMILES	RPL19A TOR yeast	Yeast superoxide	AGP1 TOR yeast	CIT2 TOR yeast	LAP4-GFP MLPCN	Efflux pump inh	MEP2 TOR yeast	AHR act
Cc1nc(NCc2ccco2)c2oc3ccccc3c2n1	88	89	84	79	86	0.1	88	4
COc1cc(C(=O)N2CCN(C(=O)c3ccco3)CC2)c([N+](=O)[O-])cc1OC	96	106	86	92	94	-0.1	94	-1
CN(CC(=O)Nc1cccc(F)c1)C(=O)c1ccc(N2C(=O)c3ccccc3C2=O)cc1	101	87	106	109	106	-0.3	126	-3
O=C(COc1cccc2cccnc12)NCC(F)(F)F	100	96	101	.	89	-0.1	106	15
O=C(CSc1nnnn1C1CCCCC1)NCc1ccc2c(c1)OCO2	102	72	112	110	98	-0.1	110	1
NC(=O)c1ccc(OCC(F)(F)F)nc1	98	103	109	97	122	-0.1	105	-1
COc1cc(C(=O)NCCOc2ccccc2)cc(OC)c1OC	100	70	100	97	95	0.3	97	0
CC(=O)c1ccc(NC(=O)c2ccc3c(Cl)c4c(nc3c2)CCCC4)cc1	99	110	95	93	96	0.7	99	-9
CCCn1c(CNC(=O)c2ccccc2)nc2ccccc21	95	101	100	92	100	-0.1	101	8
Cc1cccc(CN2C(=O)c3ccccc3Sc3ccc(C(=O)O)cc32)c1	97	99	93	88	108	-0.1	100	0
Nc1nnc(SCC(=O)Nc2cc(S(=O)(=O)N3CCOCC3)ccc2Cl)s1	104	95	104	110	99	0.0	107	1
N#C/C(=C/c1ccc(C(=O)O)cc1)C(=O)NCc1ccccc1	101	100	107	101	107	-0.1	105	0
Cc1cccc(N(C)S(=O)(=O)c2csc(C(N)=O)c2)c1	100	75	94	100	90	0.4	102	0
COc1cccc(C(=O)OCn2nnc3ccccc3c2=O)c1OC	84	110	91	80	94	0.3	98	1
CC(C)(OC(=O)c1cccs1)c1cc2ccccc2c(=O)o1	97	102	96	94	104	-0.2	91	-1
COc1ccc(C(=O)NC(=S)Nc2ccc([N+](=O)[O-])cc2C)cc1OC	100	83	106	107	116	0.0	99	2
C=CCNC(=O)C1CCN(C(=O)c2ccc(-c3ccccc3)cc2)CC1	99	106	94	78	96	0.1	99	2
O=C(CN(C(=O)c1nsc(Cl)c1Cl)c1ccc(F)cc1)NC1CCCC1	97	103	95	94	85	0.3	101	-1
C#Cc1ccc(CN2CCCC(C(=O)Nc3ccccc3Oc3cccnc3)C2)cc1 (stereo not drawn)	100	101	104	98	96	-0.1	93	43
COC(=O)c1cc(C#N)c(Oc2ccccc2OC)nc1C	99	78	97	98	95	-0.3	96	0
O=C(CCc1nc2ccccc2[nH]1)Nc1ccc2c(c1)OCO2	96	109	110	100	102	-0.1	100	20
COc1cc(C(=O)Nc2nnc(CC(C)C)s2)c([N+](=O)[O-])cc1OC	104	122	94	88	89	0.0	105	2
COc1ccccc1CNCC(=O)Nc1ccc(N2CCOCC2)cc1	104	106	101	104	104	-0.1	109	7
Clc1ccc(Nc2cc(-c3ccccc3)nc3ncnn23)cc1	102	125	105	90	104	0.3	113	-5
Cc1cc(C)c(Cn2cnc(-c3ccc([N+](=O)[O-])cc3)c2)c(C)c1	95	114	95	92	100	0.1	102	-5
c1ccc(COc2ccc(OCCCCN3CCCC3)cc2)cc1	99	100	100	92	92	0.3	100	1
COc1ccc(/C=N/NC2=NCCCCC2)cc1	99	95	101	104	100	-0.1	98	24
CN(c1ccccc1)S(=O)(=O)c1cccc(NC(=O)CN2C(=O)NC3(CCCCC3)C2=O)c1	99	84	100	97	99	-0.1	102	0
COc1ccc(OC)c2nc(-c3cccnc3)ccc12	90	89	93	98	86	0.1	98	93*
N#Cc1c2c(c(-n3cnc4ccccc43)n3c1nc1ccccc13)CCC2	?	101	?	?	?	0.0	?	3
O=C(O)C12CC3CC(C1)CC(n1ncc(N4CCN(c5ccccc5)CC4)c(Cl)c1=O)(C3)C2	104	108	98	98	92	0.2	104	-3
CC1(C)CC(=O)C2=C(C1)N(CCN1CCOCC1)C1=C(C(=O)CC(C)(C)C1)C2c1ccc(Cl)c([N+](=O)[O-])c1	96	120	98	104	99	0.0	94	20
COc1cc(CN2CC(=O)N(c3cc(Cl)ccc3C)C2=S)cc(OC)c1OC	96	112	97	106	90	-0.2	93	3
O=C(N/C(=C/c1cccc([N+](=O)[O-])c1)C(=O)N1CCCCC1)c1cccs1	101	93	107	104	98	-0.3	105	19
O=[N+]([O-])c1ccc(OCCCn2cncn2)cc1	100	97	99	100	92	-0.1	103	0
COc1ccc(C2SCCN2S(=O)(=O)c2ccc(F)cc2)cc1OC (stereo not drawn)	101	82	105	104	101	-0.1	108	0
CCOc1ccccc1NC(=O)N1CCCN(c2ncccc2C#N)CC1	102	105	95	94	97	0.1	99	3
CCOc1ccccc1OCCCNCc1ccco1	105	101	97	102	94	3.4	101	1
Fc1ccc(-c2cc(C(F)(F)F)nc(NCC3CCCO3)n2)cc1 (stereo not drawn)	100	68	96	90	105	0.0	104	2
CNC(=O)c1cn(-c2ccccc2)c(=O)c2ccccc12	101	101	106	98	101	0.1	97	6
CCN(CC)S(=O)(=O)c1cccc(NC(=O)COC(=O)C2COc3ccccc3O2)c1 (stereo not drawn)	106	105	104	95	105	-0.1	106	1
C=CCN(CC=C)S(=O)(=O)c1ccc2nc(NC(=O)C3CCCO3)sc2c1 (stereo not drawn)	103	114	102	99	96	0.2	104	4
Cn1c(=O)c2c(-c3ccccc3)n(-n3cnnc3)cc2n(C)c1=O	89	89	100	108	99	-0.1	101	-2
CC(=O)N(CCN(C)C)c1nc2cc3c(cc2s1)OCCO3	104	99	104	99	103	0.2	105	9
COc1ccc(C)cc1S(=O)(=O)NC1CCCCC1	86	79	90	94	89	-0.1	91	2

Of the compounds above, 3 have a CF3 group.
SMILES	RPL19A TOR yeast	Yeast superoxide	AGP1 TOR yeast	CIT2 TOR yeast	LAP4-GFP MLPCN	Efflux pump inh	MEP2 TOR yeast	AHR act
O=C(COc1cccc2cccnc12)NCC(F)(F)F	100	96	101	.	89	-0.1	106	15
NC(=O)c1ccc(OCC(F)(F)F)nc1	98	103	109	97	122	-0.1	105	-1
Fc1ccc(-c2cc(C(F)(F)F)nc(NCC3CCCO3)n2)cc1 (stereo not drawn)	100	68	96	90	105	0.0	104	2

Following part:
SMILES	RPL19A TOR yeast	Yeast superoxide	AGP1 TOR yeast	CIT2 TOR yeast	LAP4-GFP MLPCN	Efflux pump inh	MEP2 TOR yeast	AHR act
Cc1onc(-c2c(F)cccc2Cl)c1C(=O)N1CCN(S(C)(=O)=O)CC1	99	95	106	102	104	0.2	106	-1
Cc1[nH]n(-c2ccccc2)c(=O)c1-c1ccccc1	101	103	106	109	104	-0.2	100	-1
Cc1ccc(-c2nn3c(C)nnc3s2)cc1NC(=O)c1ccc(Br)o1	106	98	110	108	104	-0.2	108	5
COc1cccc(Oc2ccc(N)cc2)c1	99	82	103	102	108	0.2	97	3
Cc1cc(-c2ccccc2C(=O)NCc2ccccc2)on1	101	88	105	104	108	0.3	110	2
Cc1ccccc1Cn1ccc(-c2ccc3c(c2)OCO3)n1	96	131	102	93	110	-0.1	108	17
COc1ccc(S(=O)(=O)Nc2ccccc2C(=O)NC2CC2)cc1NC(C)=O	98	92	97	98	96	0.0	100	0
C/C(CC1CC(C)(C)OC1=O)=N/Nc1nc(-c2ccccc2)cs1 (stereo not drawn)	104	96	109	103	106	0.0	106	124*
CCOC(CNc1ncnc2sc(-c3ccccc3)cc12)OCC	96	98	86	85	114	0.2	100	26
CN(C(=O)CSc1nc2ccccc2o1)C1CCS(=O)(=O)C1 (stereo not drawn)	95	93	94	95	96	0.1	98	2
COc1ccccc1/C=C/C(=O)N1CCN(S(=O)(=O)c2cccs2)CC1	95	131	101	87	99	0.1	93	4
CCc1ccc(NC(=O)C(C)OC(=O)CC(NC(C)=O)c2ccccc2)cc1 (stereo not drawn)	103	96	95	96	100	0.4	103	2
COC(=O)CNC(=O)Cc1c(F)cccc1Cl	100	119	96	99	94	0.0	96	-1
O=C(CCN1CCc2ccccc2C(O)(c2ccccc2)C1)c1ccc2c(c1)OCCO2 (stereo not drawn)	92	97	117	113	98	0.0	94	2
CN1CCN(C(=O)C2=C[C@@H](c3coc4ccccc4c3=O)C[C@@H](OCCCCO)O2)CC1	95	104	76	70	122	-0.2	90	2
O=C(N/N=C/c1cc([N+](=O)[O-])ccc1Cl)c1cc(-c2ccccc2)nc2ccccc12	90	96	?	99	88	0.4	?	0
Cc1nn(Cc2ccccc2Cl)c(C)c1NC(=O)c1noc2c1CCCCC2	98	132	94	97	105	0.5	100	1
O=C(Nc1cc(C(F)(F)F)ccc1N1CCOCC1)c1cccc(F)c1	94	104	92	100	101	-0.3	95	1
CCN(CC(=O)Nc1ccccc1C(=O)OC)S(=O)(=O)c1ccc(OC)cc1	98	96	104	106	107	0.1	104	-2
COc1ccc(Nc2c3c(c(C#N)c4nc5ccccc5n24)CCC3)cc1	103	102	103	101	101	-0.1	105	1
CC1(C)Cc2c(C#N)c(N3CCN(C(=O)c4ccccc4Cl)CC3)nc(-c3ccco3)c2CS1	98	104	91	97	109	0.2	109	0
Cc1ccc(S(=O)(=O)c2nc(C)oc2N2CCOCC2)cc1	96	99	96	96	99	0.4	101	0
CC1CCCCN1Cc1cnc(Cl)s1 (stereo not drawn)	97	102	93	92	95	0.1	95	6
CN1c2ccccc2N(C)C1c1ccc2c(c1)OCO2	100	99	103	102	99	0.0	103	4
Cc1ccc(C)c(C(=O)COC(=O)c2ccccc2N2C(=O)C3C4CCC(C4)C3C2=O)c1 (stereo not drawn)	97	98	97	96	95	0.2	95	1
CSc1ccc(/C=C/C(=O)N2CCCN(C)CC2)cc1	104	96	91	104	89	0.0	101	8
Cc1ccc(CNC(=O)CSCc2cccc(F)c2)cc1	100	78	98	92	95	0.2	96	2
CCOC(=O)C1CCN(C(=O)COc2ccc3c(C)cc(=O)oc3c2)CC1	102	112	109	101	109	-0.1	107	0
Cc1ccc(CNC(=O)c2cccc(S(C)(=O)=O)c2)cc1	90	76	91	94	90	0.0	95	1
CC(NC(=O)CCc1nnc(-c2ccc(-c3ccccc3)cc2)o1)c1nccs1 (stereo not drawn)	94	111	98	.	96	0.0	102	-3
CC(C)n1c(NCCc2ccccc2)nc2c1c(=O)n(C)c(=O)n2C	101	90	101	100	99	0.0	107	-1
CC(=O)OCCN(Cc1ccccc1)Cc1ccc2c(c1)OCO2	100	64*	103	105	99	-0.1	98	4
O=C(COC(=O)c1cccc(S(=O)(=O)NCc2ccccc2)c1)NCC1CCCO1 (stereo not drawn)	101	109	108	.	105	0.0	107	13
O=C(NCc1cccnc1)c1nc(-c2ccc(C(F)(F)F)cc2)no1	105	97	104	102	99	0.0	105	44
C=CCNC(=O)C(=O)NCC(c1ccc2c(c1)OCO2)N1CCN(c2ccc(F)cc2)CC1 (stereo not drawn)	98	108	102	96	101	0.2	99	0
CCc1nc(SCc2nnc(-c3ccc(C)cc3)o2)c2c(C)c(C)sc2n1	99	91	109	104	103	-0.1	98	0
O=C(NC(=S)NCc1ccc2c(c1)OCO2)c1ccccc1	102	95	95	94	102	1.0	84	20

Not a hit list; 3.9% or so of the library scored in one or more.
